From PubChem
EPAC2 ag = EPAC2 (human) agonism | Q8WZA2 | EPAC2 activation, biochemical qHTS; response scale: 100% = 6.5 mM cAMP response | Potency, µM (titrated, usually from 154 µM), for the others: at the top dose activation, most hits filed as activators | 0.079% of 360,000 active | AID 720711; also: potency is read from the fitted curve at half-maximal effect; nearly all actives have a fitted effect of over 50% in size
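Each well held 100 nM EPAC2, 250 nM RAP1B-BODIPY-GDP and 50 uM GDP. Fluorescence, read at 5-min intervals to 30 min, was referenced to a 6.5 mM cAMP positive control.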
IL-2 act = IL-2 activation; IL-2 activation reporter assay, cell-based qHTS; stimulated with anti-CD3/CD4/CD28 beads; in transgenic mouse T cells; activation, % (series mostly up to about 46 µM); 0.065% of 360,000 active; AID 652025; in the data active = activation above about 50%; inconclusive = mostly about 30% to 49%; also: 0% is about no effect
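Unstimulated transgenic mouse T cells preincubated 60 min with compound, then stimulated with anti-CD3/anti-CD4-coated beads plus anti-CD28 for 18 h at 37 degrees C. IL-2 response read as EGFP and DsRed fluorescence by plate cytometry.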
CCT modulator = changes cytosolic chaperonin activity. purified chaperonin ATPase assay, HTRF ADP detection, 30 min. activity change, % (no concentration beside the values), hits read low. 0.3% of 360,000 active; in the data active = activity change below about -30%; also: % is scaled to controls: 0 for no effect and ±100 for the full control effect
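ATPase activity: ADP formed was measured by HTRF Transcreener (665/615 nm ratio) after 30 min at 37 deg C with 10 uM ATP. Compounds screened at one 76 uM concentration against 40 or 20 nM TRiC in Tris pH 7.4/KCl/MgCl2/DTT buffer.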
EPAC1 antag = antagonists of human EPAC1; EPAC1 GEF assay, Rap1b-BODIPY-GDP exchange fluorescence; Potency, µM (doses to about 115 µM), without a hit: at the top dose activity change, negative = inhibition, hits mostly inhibitors; 0.14% of 360,000 active;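 also: potency is read from the fitted curve at half-maximal effect; plate controls were vehicle for no effect and positive control for full effect; nearly all actives have a fitted effect of over 50% in size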
PI5P4K alpha inh = PI5P4K alpha (human) kinase inhibition; P48426; PI5P4Kalpha enzyme, ADP-Glo luminescence, 60 min; active compounds read low; max response, %; 1.2% of 330,000 active; AID 652105; active = max response of -50% or lower; inconclusive = between -30% and -50%; inactive = -30% or higher; also: value at the top dose of about 77 µM; % is scaled to controls: 0 for no effect and ±100 for the full control effect
Target sequence (P48426 whole entry, looked up): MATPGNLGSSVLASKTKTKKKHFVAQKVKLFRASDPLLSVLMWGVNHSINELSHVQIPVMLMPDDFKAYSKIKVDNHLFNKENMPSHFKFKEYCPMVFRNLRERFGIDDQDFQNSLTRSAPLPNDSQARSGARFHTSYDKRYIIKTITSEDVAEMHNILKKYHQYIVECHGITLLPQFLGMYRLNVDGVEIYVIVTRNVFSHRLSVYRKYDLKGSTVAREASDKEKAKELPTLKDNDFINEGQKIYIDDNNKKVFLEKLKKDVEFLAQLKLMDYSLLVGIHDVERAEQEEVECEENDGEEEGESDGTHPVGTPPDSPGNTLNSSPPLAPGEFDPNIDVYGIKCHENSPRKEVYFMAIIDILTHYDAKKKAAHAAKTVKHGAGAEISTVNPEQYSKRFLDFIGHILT
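Enzyme plus substrate dispensed, test compounds pinned in, then ATP (5 microM final) added. After 60 min at RT, ADP-Glo reagent 1 for 45 min and reagent 2 for 30 min preceded luminescence imaging.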
PLK1 PBD inh = PLK1 (human) polo-box domain binding inhibition. Plk1 PBD binding of FITC phosphopeptide, fluorescence polarization. Potency, µM, for the others: max response, negative = inhibition, hits mostly inhibitors. 2.8% of 360,000 active. AID 720504; also: potency is read from the fitted curve at half-maximal effect; series mostly up to about 57 µM; % is scaled to controls: 0 for no effect and ±100 for the full control effect; nearly all actives have a fitted effect of over 65% in size
Target sequence (P53350 whole entry, looked up, the tested form may be a part): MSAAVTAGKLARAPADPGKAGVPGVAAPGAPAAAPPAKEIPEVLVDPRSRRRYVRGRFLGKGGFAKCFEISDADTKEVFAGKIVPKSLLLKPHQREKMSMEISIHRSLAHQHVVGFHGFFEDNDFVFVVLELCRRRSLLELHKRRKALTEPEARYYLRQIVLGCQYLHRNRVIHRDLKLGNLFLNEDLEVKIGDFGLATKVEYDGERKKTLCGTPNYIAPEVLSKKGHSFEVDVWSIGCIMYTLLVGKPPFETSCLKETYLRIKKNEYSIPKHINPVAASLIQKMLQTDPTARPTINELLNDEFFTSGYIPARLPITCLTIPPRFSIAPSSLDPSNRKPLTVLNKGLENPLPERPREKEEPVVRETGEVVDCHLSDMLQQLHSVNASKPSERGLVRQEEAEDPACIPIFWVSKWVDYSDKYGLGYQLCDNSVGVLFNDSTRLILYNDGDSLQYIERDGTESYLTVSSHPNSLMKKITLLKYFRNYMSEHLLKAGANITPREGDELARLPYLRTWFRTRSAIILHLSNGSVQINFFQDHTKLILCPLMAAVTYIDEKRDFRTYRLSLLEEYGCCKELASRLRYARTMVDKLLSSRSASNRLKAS
EPAC1 ag = EPAC1 (human) agonism | O95398 | EPAC1 agonist qHTS, biochemical assay; response scale: 100% = response to 6.5 mM cAMP | Potency, µM (titrated, usually from 154 µM), without a hit: top-dose activation, usual class: activators | 0.073% of 360,000 active | AID 720707; also: potency is read from the fitted curve at half-maximal effect; nearly all actives have a fitted effect of over 60% in size
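EPAC1 100 nM, Rap1B–BODIPY-GDP 250 nM, unlabeled GDP 50 uM; compound titration; 5 min RT; kinetic read ex480/em540 at 5-min intervals ×30 min; data normalized to 6.5 mM cAMP agonist control.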
WRN inhibitor = WRN helicase (human) inhibition; Q14191; WRN helicase unwinding, fluorescent forked duplex, kinetic; Potency, µM (highest dose often 114 µM), for inactives: at the top dose activity change, negative = inhibition, most hits filed as inhibitors; 0.46% of 360,000 active; also: potency is read from the fitted curve at half-maximal effect; % is scaled to controls: 0 for no effect and ±100 for the full control effect; nearly all actives have a fitted effect of over 55% in size
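Primary qHTS, 1536-well format. 20 nM WRN + compound, 15 min RT; start with 100 nM forked fluorophore/quencher duplex, 2 mM ATP (final); kinetic read ex 525/em 598 nm.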
* marks the source's active call; other numbers are inactive results; ? = inconclusive; nt = not tested or not shown; [ ] = dose if it differs, or a comment. Unless noted, calls follow the shape of the dose curve; as a rule, active = well fitted curve in the direction sought with a large enough effect; inconclusive = small, poorly fitted or top-dose-only effect, or another doubt; inactive = no such curve, though single readings can be large; an effect the other way counts as inactive or inconclusive. An excerpt (hit frequency here may not be typical).

SMILES	EPAC2 ag	IL-2 act	CCT modulator	EPAC1 antag	PI5P4K alpha inh	PLK1 PBD inh	EPAC1 ag	WRN inhibitor
OCCN1C2CCC1CC(O)(c1ccc(F)cc1)C2 (stereo not drawn)	6%	0.2	-3.4	-1%	5	-11%	-1%	2%
c1cc(OCCN2CC2)ccn1	16%	1.1	-3.3	1%	3	-8%	4%	-3%
COC(=O)C1=C(c2ccc(F)cc2OCc2ccccc2)C[C@@H]2CC[C@H]1N2C(=O)NCc1ccc(C)cc1	4%	-0.8	-0.7	?	7	-14%	-8%	-10%
CCOC(=O)CC1c2ccccc2-n2nncc2CN1C (stereo not drawn)	16%	0.5	-86*	11%	1	-5%	-17%	2%
O=c1[nH]c(=S)[nH]c(O)c1N=Nc1cc(S(=O)(=O)Nc2ccc(Cl)cc2)ccc1Cl	2%	2.4	-1.9	1%	-59*	30µM*	-13%	-7%
OCCOc1ccccc1	1%	0.9	-0.9	-8%	-11	-1%	0%	2%
COc1ccc2nc(-c3ccc(CN4CCC(n5c(=O)[nH]c6ccccc65)CC4)cc3)c(-c3ccccc3)nc2c1	8%	-0.3	-0.7	19%	-1	4%	4%	3%
O=C(COC(=O)Cc1ccccc1)NCCNC(=O)COC(=O)Cc1ccccc1	7%	-0.1	-1.6	-6%	5	-3%	16%	8%
Clc1ccc(CCC(Cn2ccnc2)Sc2c(Cl)cccc2Cl)cc1 (stereo not drawn)	19%	0.2	-2.2	-15%	14	-16%	1%	1%
Cn1c(O)c(/C=N/NC(=O)c2ccncc2)c(=O)n(C)c1=S	9%	1.8	1.7	0%	?	-7%	15%	-10%
CCOC(=O)C1(CCc2ccccc2)CCN(C2CCSCC2)CC1	4%	-1.9	-1.1	-6%	4	-9%	-5%	-11%
CCCCn1c(O)c(C(CC)=NCc2ccco2)c(=O)[nH]c1=O	2%	0.5	2.5	17%	nt	-1%	0%	-6%
O=P1(N(CCCl)CCCl)NCCCO1 (stereo not drawn)	2%	1.7	-2.9	1%	4	-5%	-14%	4%
Cc1ccc2nc(-c3ccncc3)cc(C(=O)N3CCC4(CC3)OCCO4)c2c1	17%	1.0	-5.7	-9%	-6	-4%	8%	5%
Cc1ccc(-c2cc(-c3ccc(C)cc3)[n+](-c3ccc(C(=O)O)cc3)c(-c3ccc(C)cc3)c2)cc1	5%	2.2	-2.2	-11%	-10	-22%	-23%	4%
COC(=O)C1=C(c2ccc3ccccc3c2)C[C@@H]2CC[C@H]1N2C(=O)NCCCOC(C)C	5%	-0.3	-0.2	6%	3	-2%	2%	11%
C[n+]1c2ccccc2nc2ccc(NCCO)cc21	-7%	-0.4	-0.6	?	-24	-12%	-9%	4.7µM*
CN(C)C(=O)Oc1ccc(OCc2n(C)c3ccccc3[n+]2C)cc1	5%	0.6	0.3	6%	2	0%	-6%	19%
O=C(Cc1ccccc1F)N1CCN(CC(=O)N2CCCC2)CC1	-5%	0.8	-1.4	5%	-4	7%	1%	-5%
CCCC1(CCC)C(=O)NC(=NCc2ccccc2)NC1=O	1%	-1.0	0.1	-8%	-5	?	0%	-8%
CSc1ncc(Cl)c(C(=O)O)n1 (tested in a mixture with another compound)	-5%	0.2	-2.8	12%	4	-4%	-4%	-28%[57.1 µM]
CCCCn1c(O)c(C(CC)=Nc2ccc(OCC)cc2)c(=O)[nH]c1=O	-15%	-2.8	-0.8	-2%	2	-6%	7%	-1%
Cc1ccc(OP2(=O)Nc3cc(C)c(C)cc3S2)cc1 (stereo not drawn)	3%	-0.9	0.4	-5%	5	1.7µM*	0%	-30%
O=C1NC(=S)NC(=O)C1C1CCCCC1	6%	0.0	-2.6	11%	-9	-26%	2%	-3%
O=C(c1cc(-c2cccnc2)nc2ccc(Cl)cc12)N1CCC2(CC1)OCCO2	4%	-1.7	-2.0	-15%	3	-12%	5%	-1%

Further records
SMILES	EPAC2 ag	IL-2 act	CCT modulator	EPAC1 antag	PI5P4K alpha inh	PLK1 PBD inh	EPAC1 ag	WRN inhibitor
CN(C(=O)Oc1ccc(C(C)(C)C)cc1)c1ccccc1	3%	0.5	0.0	-20%	3	0%	1%	-1%
Cc1cc(/C=C2\C(=O)NC(=O)N(c3cccc(Br)c3)C2=O)c(C)n1C	-7%	68*	-1.8	-13%	4	-12%	5%	-12%
CCC(=O)N1N=C(c2c(O)n(CCc3ccccc3)c(=O)[nH]c2=O)CC1c1ccc(OC)c(OC)c1 (stereo not drawn)	6%	0.4	-1.4	0%	1	-5%	10%	-8%
CC(C)C1C(C#N)=C(N)Oc2c1c(=O)oc1ccccc21 (stereo not drawn)	2%	-1.0	1.4	-9%	-9	4%	-13%	4%
Cc1cc(OCC(=O)N2CCC(C(=O)O)(c3ccccc3)CC2)c2c(C)cc(=O)oc2c1	1%	-0.4	-0.1	-6%	15	-7%	-7%	-8%
CC(=O)N1CC(=O)Nc2ccc(Cl)cc2C1c1ccccc1 (stereo not drawn)	2%	0.2	0.2	-15%	-7	-10%	8%	11%
Cc1ccc(C(=O)Oc2cc(N)n(S(=O)(=O)c3ccc(F)cc3)n2)cc1	4%	0.8	0.0	?	-4	-5%	-3%	-6%
CCc1ccc(N2C(=O)NC(=O)/C(=C\c3cc(C)n(-c4cc(C(=O)O)cc(C(=O)O)c4)c3C)C2=O)cc1	-2%	-4.2	1.9	?	-64*	?	6%	?
CCOC(=O)[C@@]1(C#N)C(c2ccc(Cl)c(Cl)c2)[C@H](C(N)=O)N2C=C(C(C)=O)C=C[C@H]21 (stereo partly drawn)	-12%	3.1	0.7	-1%	-13	?	7%	-12%
COC(=O)C1=C(c2cccc(C#N)c2)C[C@@H]2CC[C@H]1N2C(=O)NC1CCCCC1	4%	0.3	-1.7	1%	0	-8%	5%	2%
COc1cccc(-n2c(C)nc3ccccc3c2=O)c1	3%	1.1	0.2	-9%	2	-6%	3%	-6%
CNC(=O)ON(C(=O)NC)C1N(C)C(=S)SC1(C)C (stereo not drawn)	1%	-1.3	3.1	10%	nt	-19%	3%	-7%
O=C(COc1ccc(Cl)cc1)N1CCN(C/C=C/c2ccccc2)CC1	2%	-0.1	-14	-11%	0	-3%	-3%	-10%
CN(C)C(=O)Oc1c(Cl)cc(Cl)c2cccnc12	0%	6.6	-4.3	-26%	-2	-10%	3%	5%
O=c1[nH]cnc2nc(-c3ccc(N(CCCl)CCCl)cc3)[nH]c12	5%	-1.1	-11	0%	0	-6%	5%	-1%
CCN1CCN(c2nc3c(c(=O)[nH]2)CCC3)CC1	2%	-0.8	1.5	1%	8	1%	-5%	1%
C[C@@H]1O[C@@H](O[C@H]2C[C@@H](O)[C@]3(CO)[C@H]4[C@H](O)C[C@]5(C)[C@@H](C6=CC(=O)OC6)CC[C@]5(O)[C@@H]4CC[C@]3(O)C2)[C@H](O)[C@H](O)[C@H]1O	-1%	0.8	0.3	-3%	-1	1%	-22%	2%
c1cc2c(cc1[C@H]1OCC3C1CO[C@@H]3c1ccc3c(c1)OCO3)OCO2 (stereo partly drawn)	16%	-2.8	-0.6	-17%	3	2%	12%	-12%
O=P(Nc1ccccc1Cl)(c1ccccc1)c1nc2c(s1)CCCC2 (stereo not drawn)	3%	1.0	0.1	?	0	-3%	-6%	6%
Cc1nnc(SCc2nc3ccccc3c(=O)n2-c2ccccc2Cl)n1N	13%	1.2	0.3	0%	nt	-11%	9%	-9%
O=C(N/N=C\C1C(=O)NC(=S)N(c2ccccc2)C1=O)c1ccc(O)cc1 (stereo not drawn)	10%	-0.1	-2.4	2%	-57*	-24%	10%	3%
Cc1cccc(-n2c(C)nc3ccccc3c2=O)c1C	14%	-1.7	-0.8	14%	-8	-8%	-2%	-1%
N[C@@H](Cc1ccccc1)C(=O)N1C[C@H]2C[C@@H](C1)c1cccc(=O)n1C2	0%	-0.2	0.5	22%	-6	-2%	nt	5%
CN1CCN(CC(=O)Nc2ccc(Cl)cc2C(=O)c2ccccc2)CC1	5%	-1.9	-1.7	3%	2	-16%	-1%	15%
CC1CCCN1CCC(C(N)=O)(c1ccccc1)c1ccccc1 (stereo not drawn)	4%	0.0	0.5	10%	0	-5%	-3%	4%

Other records
SMILES	EPAC2 ag	IL-2 act	CCT modulator	EPAC1 antag	PI5P4K alpha inh	PLK1 PBD inh	EPAC1 ag	WRN inhibitor
O=C1NC(=O)C(CCc2ccncc2)(CCc2ccncc2)C(=O)N1Cc1ccccc1	11%	-0.3	-1.3	-4%	-2	-22%	-3%	2%[57.1 µM]
CN(C)CCN=Cc1c(O)n(C2CCCCCC2)c(=O)[nH]c1=O	3%	0.3	-5.4	8%	-2	-3%	-3%	0%
COC1=CC(=O)OC(/C=C/c2ccccc2)C1 (stereo not drawn)	6%	-0.1	-4.4	-24%	4	-2%	14%	-3%
OCC1(CO)COC(c2cccnc2)N1 (stereo not drawn)	-1%	-1.3	-1.0	11%	nt	-8%	2%	10%
CN1C(=O)C(=Cc2cccnc2)C(=O)N(C)C1=O	11%	0.5	-3.3	0%	-19	17µM*	2%	?
O=[N+]([O-])c1ccc(NCCO)c2ncccc12	-7%	1.4	-5.2	-10%	-3	6%	-13%	-34%[57.1 µM]
Cc1cccc(OP(=O)(Nc2cccnc2)Oc2cccc(C)c2)c1	12%	0.5	-0.3	-10%	-1	2%	-20%	-3%
CC(C)COc1ccc(Cc2c(O)[nH]c(=S)[nH]c2=O)cc1	2%	0.8	4.2	-28%	-52*	27µM*	3%	-25%

Molecules shown so far with fluorine:
SMILES	EPAC2 ag	IL-2 act	CCT modulator	EPAC1 antag	PI5P4K alpha inh	PLK1 PBD inh	EPAC1 ag	WRN inhibitor
OCCN1C2CCC1CC(O)(c1ccc(F)cc1)C2 (stereo not drawn)	6%	0.2	-3.4	-1%	5	-11%	-1%	2%
COC(=O)C1=C(c2ccc(F)cc2OCc2ccccc2)C[C@@H]2CC[C@H]1N2C(=O)NCc1ccc(C)cc1	4%	-0.8	-0.7	?	7	-14%	-8%	-10%
O=C(Cc1ccccc1F)N1CCN(CC(=O)N2CCCC2)CC1	-5%	0.8	-1.4	5%	-4	7%	1%	-5%
Cc1ccc(C(=O)Oc2cc(N)n(S(=O)(=O)c3ccc(F)cc3)n2)cc1	4%	0.8	0.0	?	-4	-5%	-3%	-6%

Three of the compounds above, with two lines to a compound:
Under each structure: EPAC2 ag | IL-2 act | CCT modulator | EPAC1 antag | PI5P4K alpha inh | PLK1 PBD inh | EPAC1 ag | WRN inhibitor
- COC1=CC(=O)OC(/C=C/c2ccccc2)C1 (stereo not drawn)
→ 6% | -0.1 | -4.4 | -24% | 4 | -2% | 14% | -3%
- OCC1(CO)COC(c2cccnc2)N1 (stereo not drawn)
→ -1% | -1.3 | -1.0 | 11% | nt | -8% | 2% | 10%
- CN1C(=O)C(=Cc2cccnc2)C(=O)N(C)C1=O
→ 11% | 0.5 | -3.3 | 0% | -19 | 17µM* | 2% | ?
